phage Ecoli inh: E. coli growth loss with phage present; growth absorbance; inhibition, % at 11.9 µM; 0.26% of 360,000 active; in the data active = inhibition above about 11%
Starred values were filed as active, the others as inactive.

Preview:
For Cn1c(=O)c2cc(NC(=O)Nc3cccnc3)ccc2n1-c1ccc(C(C)(C)C)cc1 the results were phage Ecoli inh 1.2.
O=C1C(=Cc2cn(-c3ccccc3)nc2-c2ccc(OCc3ccc(Cl)cc3)cc2)SC(=S)N1CCS(=O)(=O)O was read as phage Ecoli inh 2.9.
Screening Cc1ccc2nc(-c3ccco3)c(Cc3cccc(F)c3)n2c1 returned phage Ecoli inh 2.4.
For CCc1nc2c(OCc3ccccc3)cccn2c1N(C)C(=O)C(C)C the results were phage Ecoli inh 1.9.

The list itself, from the start:
For Cn1c(=O)c2cc(NC(=O)Nc3cccnc3)ccc2n1-c1ccc(C(C)(C)C)cc1 the results were phage Ecoli inh 1.2.
O=C1C(=Cc2cn(-c3ccccc3)nc2-c2ccc(OCc3ccc(Cl)cc3)cc2)SC(=S)N1CCS(=O)(=O)O was read as phage Ecoli inh 2.9.
Screening Cc1ccc2nc(-c3ccco3)c(Cc3cccc(F)c3)n2c1 returned phage Ecoli inh 2.4.
For CCc1nc2c(OCc3ccccc3)cccn2c1N(C)C(=O)C(C)C the results were phage Ecoli inh 1.9.
COc1cc2c(c(OC)c1OC)C1(CCCCC1)CC2NCC=C(C)C (stereo unspecified) was read as phage Ecoli inh 3.1.
COC(=O)[C@]12CCCCC=C1N(Cc1ccc3c(c1)OCO3)C(=O)[C@H](CC(=O)NCCCCc1ccccc1)C2 was read as phage Ecoli inh 1.1.
CC(C)n1c(=O)c2ccccc2n1Cc1cn(CCc2c[nH]c3ccccc23)nn1 was read as phage Ecoli inh -0.5.
`O=C(N[C@H]1C=C[C@H](CC(=O)N2CCCCC2)O[C@@H]1CO)c1cccc(F)c1` gave phage Ecoli inh 4.0.
Screening CN1OC[C@@H]2CN(C(=S)Nc3ccc(C#N)cc3)[C@H](c3ccc(N4CCCCC4)cc3)C[C@@H]21 returned phage Ecoli inh 3.3.
`Cc1cccc(C)c1NC(=O)c1ccc(-c2cc(F)ccc2F)o1` gave phage Ecoli inh 3.4.
CC1(C(=O)NCc2ccccc2)CCC(=O)N1C1CCN(Cc2ccccc2)CC1 (stereo unspecified) was read as phage Ecoli inh 2.4.
COc1ccc(C(C)C)cc1-c1cc(C(=O)NCc2cccc(C(F)(F)F)c2)[nH]n1 was read as phage Ecoli inh 2.7.
CCOC(=O)C1=CCC(c2ccc(C#N)cc2)N(S(=O)(=O)c2ccc(C)cc2)C1 (stereo unspecified) was read as phage Ecoli inh 2.3.
`COCCN1C(=O)c2ccccc2C1c1nnnn1C(C)C` (stereo unspecified) gave phage Ecoli inh 1.0.
Screening COc1ccc(CNC(=O)c2cn(Cc3ccc(OC(C)=O)cc3)c(=O)s2)cc1 returned phage Ecoli inh 2.4.
`O=C(Nc1cccc(Oc2ccccc2)c1)C1Cc2c(-c3cccc(F)c3)ccnc2O1` (stereo unspecified) gave phage Ecoli inh 2.9.
CC(C)C[C@H]1CNC(=S)N1C[C@H]1CCCN1C[C@H](CC(C)C)N1C[C@H](Cc2ccccc2)N(CCc2ccccc2)C1=S was read as phage Ecoli inh 3.7.
`CC(C)C(C(=O)NCc1ccccc1)N(C)Cc1ccc(Cl)c(Cl)c1` (stereo unspecified) gave phage Ecoli inh 3.9.
Screening CCCS(=O)(=O)NC(=O)C1(C)CCCN(C(=O)c2oc3ccccc3c2C)C1 (stereo unspecified) returned phage Ecoli inh 3.6.
CC(C)CNC(=O)c1cccc2c(-c3cccnc3)coc12 was read as phage Ecoli inh 0.1.
CC1(C(=O)Nc2cccnc2)Cc2c(-c3ccc4c(c3)OCO4)ccnc2O1 (stereo unspecified) was read as phage Ecoli inh 4.1.
For O=C(NCc1ccccc1)c1ccc(-c2cn[nH]c2)c2ccoc12 the results were phage Ecoli inh 2.8.
CCCCS(=O)(=O)N1CCCc2nc(C)c(C)cc21 was read as phage Ecoli inh 0.8.
COCCNC(=O)C1(C)CCN(C(=O)/C=C/c2ccccc2)C1 (stereo unspecified) was read as phage Ecoli inh 1.6.
`COC(=O)[C@]12C[C@H](CC(=O)NCc3cccc4ccccc34)C(=O)N(Cc3ccc4c(c3)OCO4)C1=C[C@H](C(C)(C)C)O[C@@H]2C` gave phage Ecoli inh 1.3.
`CC(=O)N1CCCC(C)(C(=O)Nc2cccc(OC(C)C)c2)C1` (stereo unspecified) gave phage Ecoli inh 0.8.
COCCNC(=O)c1[nH]c(C(F)(F)F)nc1-c1ccccc1 was read as phage Ecoli inh 1.6.
For CCCc1cc(=O)oc2cc(C)cc(OCC(=O)N3C[C@H]4C[C@@H](C3)c3cccc(=O)n3C4)c12 the results were phage Ecoli inh 2.6.
Screening CC1(C(=O)N2CCN(C(=O)c3ccco3)CC2)CCN1Cc1ccccc1OC(F)F (stereo unspecified) returned phage Ecoli inh 2.0.
`COc1ccc(SCC(O)Cn2c3ccccc3c3ccccc32)c(OC)c1` (stereo unspecified) gave phage Ecoli inh 1.6.
CCc1nc2c(OCc3ccccc3)cccn2c1N(C)C(C)=O was read as phage Ecoli inh 1.3.
Screening CC1(C(=O)Nc2ccc3c(c2)OCCO3)CCC(=O)N1CCOc1ccccc1 (stereo unspecified) returned phage Ecoli inh 3.4.
Screening O=S(=O)(c1ccc(C(F)(F)F)cc1)N1CCCc2nc(-c3ccccc3)ccc21 returned phage Ecoli inh 3.2.
`CC(C)CCN1C(=O)CSCC1(C)C(=O)Nc1ccc2c(c1)OCCO2` (stereo unspecified) gave phage Ecoli inh 4.9.
`COc1ccccc1CCn1cnc(-c2cccc(Br)c2)c1CC(C)C` gave phage Ecoli inh 0.1.
COc1ccc(NC(=O)C(c2ccc(C#N)cc2)n2c(=O)c(-c3cc4ccccc4[nH]3)nc3ccccc32)cc1 (stereo unspecified) was read as phage Ecoli inh 2.8.

Molecules from the list above containing an NH in an aromatic ring:
CC(C)n1c(=O)c2ccccc2n1Cc1cn(CCc2c[nH]c3ccccc23)nn1 was read as phage Ecoli inh -0.5.
COc1ccc(C(C)C)cc1-c1cc(C(=O)NCc2cccc(C(F)(F)F)c2)[nH]n1 was read as phage Ecoli inh 2.7.
For O=C(NCc1ccccc1)c1ccc(-c2cn[nH]c2)c2ccoc12 the results were phage Ecoli inh 2.8.
COCCNC(=O)c1[nH]c(C(F)(F)F)nc1-c1ccccc1 was read as phage Ecoli inh 1.6.
COc1ccc(NC(=O)C(c2ccc(C#N)cc2)n2c(=O)c(-c3cc4ccccc4[nH]3)nc3ccccc32)cc1 (stereo unspecified) was read as phage Ecoli inh 2.8.

Next part
Cn1nc(C(C)(C)C)cc1C(=O)N1CCCCC1c1cc(C(=O)NCc2ccc(F)cc2)no1 (stereo unspecified) was read as phage Ecoli inh 2.2.
Screening CC(C)c1cc(C(=O)NCCc2cccs2)c(N)s1 returned phage Ecoli inh 3.2.
COCc1cccc(-c2csc(C(C)(O)c3cccc(F)c3)n2)c1 (stereo unspecified) was read as phage Ecoli inh 3.2.
For O=C(NCc1ccco1)c1ccc(-c2ccc(F)c(F)c2)c2ccoc12 the results were phage Ecoli inh 0.4.
Screening COC(=O)[C@]12C[C@H](CC(=O)N3CCOCC3)C(=O)N(CCc3ccc(OC)c(OC)c3)C1=C[C@H](C(C)(C)C)O[C@@H]2C returned phage Ecoli inh 2.7.
`Cn1cc(CC(=O)Nc2ccc(Oc3cccnc3)cc2)c2ccccc21` gave phage Ecoli inh 4.2.
`CN(C)Cc1c(C(C)(C)O)[nH]c2cc(C(F)(F)F)ccc12` gave phage Ecoli inh 0.2.
Screening COc1ccc(C(C(=O)NC(C)(C)C)n2c(COc3ccc(C)cc3)nc3ccccc32)cc1 (stereo unspecified) returned phage Ecoli inh 3.1.
Screening CN(Cc1ccccc1)C(=O)c1csc(COCCO)n1 returned phage Ecoli inh 0.0.
COCCCn1cc(CN2CC(N3CCN(CCN(C)C)CC3)CS2(=O)=O)nn1 (stereo unspecified) was read as phage Ecoli inh 0.3.
Screening Cc1ccc(NC(=O)C2(C)CCN2Cc2ccc(OC(C)C)cc2)cc1 (stereo unspecified) returned phage Ecoli inh -0.1.
For CC1(C(=O)Nc2ccc3ccccc3c2)CCC(=O)N1CCc1c[nH]c2ccccc12 (stereo unspecified) the results were phage Ecoli inh 2.3.
`CCCCOCCCNC(=O)C[C@H]1C[C@@]2(C(=O)OC)C(=C[C@H](C(C)(C)C)O[C@@H]2C)N(Cc2ccc3c(c2)OCO3)C1=O` gave phage Ecoli inh 2.9.
`CCCCCCCCN1C(=O)[C@@H](CC(=O)N2CCN(C(=O)c3ccco3)CC2)C[C@@]2(C(=O)OC)C1=C[C@H](C(C)(C)C)O[C@@H]2C` gave phage Ecoli inh 2.9.
For CN(Cc1ccccc1F)c1cc2c(c3c1ccn3C)C1CCC2O1 (stereo unspecified) the results were phage Ecoli inh 0.9.
Screening CCOC(=O)C1=CCN(S(=O)(=O)c2ccccc2Cl)C1c1ccc(Cl)c(Cl)c1 (stereo unspecified) returned phage Ecoli inh -0.9.
For O=C1C(=C2CCc3ccccc32)Cc2ccccc21 the results were phage Ecoli inh -0.5.
Screening COC1=CC(=O)OC(c2ccc(C#N)cc2)C1 (stereo unspecified) returned phage Ecoli inh 1.0.
Screening CC(=O)O[C@@H]1[C@H](Oc2c(O)c(C)c3c4c2[C@H](C)CC[C@H]4[C@H](C)C[C@@H]3C=C(C)C)O[C@@H](C)[C@@H](O)[C@H]1O returned phage Ecoli inh 0.0.
Screening COCCN1C[C@@H](CO)O[C@@H](n2cnc3c(NCC(C)C)ncnc32)C1 returned phage Ecoli inh -1.7.
CN1CCN(C(=O)c2cc3c(c(-c4cccc(-c5cccnc5)c4)n2)[C@H](CCO)N(C(=O)CC2CC2)C3)CC1 was read as phage Ecoli inh 2.2.
For CN1C[C@@H](CO)O[C@@H](n2cnc3c(N4CCN(CCO)CC4)ncnc32)C1 the results were phage Ecoli inh 4.1.
Screening Cc1cc2nc(C(C)(C)C)c(Cc3cccc(Cl)c3)n2c(C)c1Br returned phage Ecoli inh 3.4.
CCCCn1c(O)c2n(c1=O)Cc1ccccc1N=C2c1ccc(OC)cc1 was read as phage Ecoli inh 2.9.

2 records drawn at random from those above, as already listed:
Screening COC1=CC(=O)OC(c2ccc(C#N)cc2)C1 (stereo unspecified) returned phage Ecoli inh 1.0.
For CN1C[C@@H](CO)O[C@@H](n2cnc3c(N4CCN(CCO)CC4)ncnc32)C1 the results were phage Ecoli inh 4.1.

Next part
`Cc1cc(Br)cn2c(CC(C)(C)C)c(-c3cccc(Cl)c3)nc12` gave phage Ecoli inh 1.2.
COC(=O)C1=C(C)N(Cc2ccc(F)cc2)C(=S)NC1c1cccc(F)c1 (stereo unspecified) was read as phage Ecoli inh -0.8.
Screening O=C1N(Cc2ccccc2)c2ccc(Br)cc2[C@]12C[C@H](O)CO2 returned phage Ecoli inh -0.9.
For COC(=O)[C@@]12C[C@@H](CC(=O)NCc3ccc(C)o3)C(=O)N(CCc3ccc(OC)c(OC)c3)C1=CCC(C)(C)C2 the results were phage Ecoli inh -1.4.
Screening COc1cc(-c2cc3nc(NC4CCCCC4)ccn3n2)cc(OC)c1OC returned phage Ecoli inh 2.0.
`COc1ccccc1NS(=O)(=O)c1cc(C(=O)NC2CCN(Cc3ccccc3)CC2)ccc1C` gave phage Ecoli inh 0.5.
Screening CC(=O)C1=C(C)N(Cc2ccc(F)cc2)C(=S)NC1c1ccc(Br)cc1 (stereo unspecified) returned phage Ecoli inh 3.4.
For COc1ccc(-c2c(C(=O)c3ccccc3)[nH]c(N)c2C(=O)NCc2ccccc2)cc1OC the results were phage Ecoli inh 0.2.
Screening CCCCCCCCN1C(=O)[C@H](CC(=O)NCc2cccc(C(F)(F)F)c2)C[C@@]2(C(=O)OCC)CCC=C12 returned phage Ecoli inh 2.4.
`CN1OC[C@@H]2CN(C(=O)c3ccc(C#N)cc3)[C@H](c3cccc(Br)c3)C[C@@H]21` gave phage Ecoli inh 2.5.
`COc1ccc(C2CC=C(C(C)=O)CN2S(=O)(=O)c2ccccc2)cc1` (stereo unspecified) gave phage Ecoli inh 0.9.
Screening O=C(NCc1ccc(Cl)cc1Cl)Nc1nc([C@@H]2O[C@H](CO)[C@@H](O)[C@H](O)[C@H]2O)cs1 returned phage Ecoli inh 2.7.
For Fc1cccc(Cc2c(C3CCCCC3)nc3c4ccccc4ccn23)c1 the results were phage Ecoli inh 4.2.
For Cn1c(=O)c2cc(NC(=O)NCc3ccc(F)cc3)ccc2n1C/C=C/c1ccccc1 the results were phage Ecoli inh 1.0.
For CCOC(=O)C1=CCC(c2ccco2)N(S(=O)(=O)c2ccc(C)cc2)C1 (stereo unspecified) the results were phage Ecoli inh 1.5.
Screening N#Cc1cc(F)cc(OCCCN2CCC(C(O)(c3ccccc3)c3ccccc3)CC2)c1 returned phage Ecoli inh 3.0.
For CCc1nc2c(OCCC3CCCCC3)cccn2c1N(C)C(=O)c1ccccc1F the results were phage Ecoli inh 1.0.
For Cn1c(=O)oc2ccc(S(=O)(=O)Nc3ccc(Cl)cc3[N+](=O)[O-])cc21 the results were phage Ecoli inh 2.8.
For COCCNC(=O)C1(C)CCN(C(=O)c2ccc(OC)c(F)c2)C1 (stereo unspecified) the results were phage Ecoli inh 2.0.
Screening COC(=O)[C@@]1(Cc2ccc(F)cc2)[C@H]2c3cc(C(=O)N(C)C)n(CC4CC4)c3C[C@H]2CN1C(=O)c1ccccc1 returned phage Ecoli inh 1.4.
CCn1nccc1NC(=O)c1csc([C@@H]2O[C@H](CO)[C@H](O)[C@H](O)[C@H]2O)n1 was read as phage Ecoli inh 0.5.
Screening CCCS(=O)(=O)NC(=O)C1(C)CCCN(C(=O)c2ccc(OC)cc2OC)C1 (stereo unspecified) returned phage Ecoli inh 4.3.
For CCc1nc2ccc(C(=O)NCCCn3ccnc3)cn2c1N(C)Cc1cccs1 the results were phage Ecoli inh 1.6.
O=C(NCc1cccc(C(F)(F)F)c1)c1ccc2sc([C@H]3C[C@H](O)[C@@H](CO)O3)nc2c1 was read as phage Ecoli inh -0.5.
Screening CCc1nc2c(OCc3ccc(OC(F)F)cc3)cccn2c1N(C)C(=O)c1cccs1 returned phage Ecoli inh 3.8.
Screening CN1C[C@@H](CO)O[C@@H](n2cnc3c(N4CCOCC4)ncnc32)C1 returned phage Ecoli inh 4.6.
Screening O=C(Nc1ccc(OCCO)cc1)c1csc([C@H]2C[C@H](O)[C@@H](CO)O2)n1 returned phage Ecoli inh 2.8.
For O=C(NC1CCCC1)C1c2ccccc2OCC(=O)N1CC(F)(F)F (stereo unspecified) the results were phage Ecoli inh 3.5.
`Cc1ccc(S(=O)(=O)NC(=O)Cn2nnc(-c3ccccc3)c2COc2ccc3ccccc3c2)cc1` gave phage Ecoli inh 0.5.
Screening COc1ccc(C=C(C#N)C(=O)c2ccccc2)cc1 returned phage Ecoli inh 0.7.

Source: PubChem

The list is partial; count on the stated rates, not on these rows.
